# Compound activity deposited in PubChem by Southern Research Specialized Biocontainment Screening Center.
# inhibitors of VEEV: inhibitors of VEEV TC-83 cytopathic effect, confirmation, Vero cells (AID 588727) | actives 0.13% (n = 350,000) | inhibition, % at 20 µM; hits with a dose series show IC50 in µM | Vero cells, VEEV TC-83 cytopathic effect inhibition; higher % means a stronger effect; in the data active = a potency from the dose series; inconclusive = inhibition mostly from about 14% at the one dose, without a potency; inactive = the rest, 99 in 100 with inhibition below about 12%; note: strong numbers were not always called active
# M. tuberculosis: growth inhibition of non-replicating M. tuberculosis (AID 488890). Mycobacterium tuberculosis non-replicating, growth inhibition; higher % means a stronger effect. actives 0.39% (n = 320,000). inhibition, % at 25 µM, or IC50 in µM where a hit was titrated; in the data active = a potency from the dose series; inconclusive = inhibition mostly from about 82% at the one dose, without a potency; inactive = the rest, 99 in 100 with inhibition below about 76%;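 note: plate controls were DMSO cells for no effect and high antibiotic wells for full effect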
# influenza NS1A: H1N1 influenza NS1A inhibitors, functional cell based assay (AID 504329); NS1A functional cell-based assay, percent inhibition; higher % means a stronger effect; actives 0.3% (n = 340,000); inhibition, % at 12.5 µM; hits with a dose series show IC50 in µM; in the data active = a potency from the dose series; inconclusive = inhibition above about 27% without an active follow-up result; note: strong numbers were not always called active
# Salmonella PhoP GFP: PhoP regulon inhibitors, Salmonella typhi PhoP promoter GFP reporter, confirmatory (AID 1850) | actives 0.33% (n = 310,000) | Salmonella Typhi PhoP-promoter GFP reporter, fluorescence, 4 h; higher % means a stronger effect | inhibition, % at 50 µM, or IC50 in µM where a hit was titrated; in the data active = a potency from the dose series; inconclusive = inhibition mostly from about 25% at the one dose, without a potency; inactive = the rest, 99 in 100 with inhibition below about 19%;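 note: 0% = induced wells with vehicle and 100% = uninduced wells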
# H37Rv inhibition: M. tuberculosis growth inhibition, HTS (AID 449762); one-dose inhibition, % at 25 µM; IC50 in µM for titrated hits; actives 0.59% (n = 330,000); M. tuberculosis H37Rv growth inhibition, 7H9 media; higher % means a stronger effect; in the data active = a potency from the dose series; inconclusive = inhibition above about 70% without an active follow-up result;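 note: bacterial growth assessed after seven days of incubation; strong numbers were not always called active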
# inhibitors of VEEV 10K pilot screen: further read-out of inhibitors of VEEV, marked with its call; inhibition, %; measured here: 10K pilot screen inhibition
# The depositor's hits bear a star; i = inactive; ? = inconclusive; nt = not tested or not shown.
SMILES,inhibitors of VEEV,M. tuberculosis,influenza NS1A,Salmonella PhoP GFP,H37Rv inhibition,others
Cc1cc(OC(=O)c2ccccc2F)c([N+](=O)[O-])c(=O)[nH]1,0.8%,6%,4%,-23%,2%,
CCN(CC)CCCN=Cc1c(O)n(Cc2ccc(F)cc2)c(=O)[nH]c1=O,0.3%,38%,-2%,-16%,3%,inhibitors of VEEV 10K pilot screen=1.3
Cc1ccc(NC(=O)c2ccc(N3C(=O)C4CC=C(Cl)CC4C3=O)cc2)cc1 (configuration not stated),0.7%,10%,-2%,7%,-6%,
CCOc1ccc2nc(C)cc(Nc3ccc(N4CCOCC4)cc3)c2c1,nt,?,nt,-6%,?,
CCOC(=O)CNC(c1ccccc1)c1cc(Br)ccc1NC(=O)OCC (configuration not stated),4.6%,12%,-4%,1%,11%,
CCCn1nc(C(=O)N(C)CC(=O)Nc2ccc(OCC)c(OCC)c2)c2ccccc2c1=O,1.3%,11%,-2%,nt,-4%,
N#CC(C(=O)c1ccccc1)=C1SCCS1,2.5%,-8%,nt,2%,7%,
COc1ccc(S(=O)(=O)Nc2cccc3c2O[C@H](CN(C)S(=O)(=O)c2ccccc2)[C@@H](C)CN([C@H](C)CO)C3=O)cc1,0.5%,25%,4%,nt,-3%,
Cc1ccc(CCn2c3c(c4ccccc42)CN(C)CC3)cn1,0.2%,6%,-1%,11%,-3%,
CCn1nc(C)c(CN2CCCC(C(=O)c3cccc(OC(C)C)c3)C2)c1C (configuration not stated),i,9%,12%,-8%,0%,
CN(C)C(=O)c1ccc(NS(=O)(=O)c2ccc3c(c2)OCCO3)cc1,6.6%,2%,-2%,-5%,1%,
Cc1cc(OCC(=O)Nc2nccs2)c2c(C)cc(=O)oc2c1,2.1%,0%,0%,7%,2%,

# Nothing new here: an excerpt of the list.
SMILES,inhibitors of VEEV,M. tuberculosis,influenza NS1A,Salmonella PhoP GFP,H37Rv inhibition,others
CCn1nc(C)c(CN2CCCC(C(=O)c3cccc(OC(C)C)c3)C2)c1C (configuration not stated),i,9%,12%,-8%,0%,
CN(C)C(=O)c1ccc(NS(=O)(=O)c2ccc3c(c2)OCCO3)cc1,6.6%,2%,-2%,-5%,1%,
Cc1cc(OCC(=O)Nc2nccs2)c2c(C)cc(=O)oc2c1,2.1%,0%,0%,7%,2%,

# (list continues)
SMILES,inhibitors of VEEV,M. tuberculosis,influenza NS1A,Salmonella PhoP GFP,H37Rv inhibition,others
O=C1N/C(=N\N=C\c2ccco2)SC1Cc1ccc(F)cc1 (configuration not stated),1.1%,36%,-7%,5%,46%,inhibitors of VEEV 10K pilot screen=0.9
O=C(Nc1nccs1)c1cc(-c2ccccc2)nn1-c1ccccc1,0.8%,9%,-6%,-10%,-12%,
O=C(CSc1nnc(-c2ccc(F)cc2)n1-c1ccccc1)NCCN1C(=O)CSC1=O,i,0%,-9%,-9%,-9%,
CCCCCC(=O)Nc1nc(C)c(-c2csc(Nc3cc(OC)ccc3OC)n2)s1,6.9%,23%,18%,-18%,?,
Clc1ccc2c(N3CCCC3)ccnc2c1,2.3%,i,5%,1%,-5%,
CCOc1ccc(CN2CCN(Cc3cnn(CC)c3C)CC2CCO)cc1 (configuration not stated),i,24%,-1%,-5%,17%,
CCC(=O)OCC(=O)c1c(N)n(Cc2ccccc2)c(=O)n(C)c1=O,5.5%,16%,7%,4%,-3%,
Cc1ccc(-n2nc3ccc(N)cc3n2)cc1,3.7%,34%,-3%,-4%,0%,
CCC(CO)Oc1cc(NCc2ccccc2OC)c2ncn(C(C)C)c2c1 (configuration not stated),i,43%,10%,nt,-10%,inhibitors of VEEV 10K pilot screen=5.9
Cc1ccc(S(=O)(=O)N[C@@H](Cc2ccccc2)C(=O)N2CCC(C(=O)N[C@@H](CCC(N)=O)C(=O)O)CC2)cc1,0.8%,3%,-5%,0%,3%,
O=C(CN1C(=O)CCC1=O)Nc1nc(-c2nc3ccccc3s2)cs1,10%,nt,-11%,-3%,-3%,
CN(C)S(=O)(=O)n1cnc(C(CCO)c2ncn(S(=O)(=O)N(C)C)c2CCCO)c1 (configuration not stated),0.6%,-9%,-5%,nt,-2%,
CSCC[C@H](NC(=O)[C@H](Cc1ccccc1)n1c(=O)[nH]c2ccccc2c1=O)C(=O)NCC1CCC(C(=O)O)CC1 (some centres not stated),1.1%,2%,1%,-4%,-5%,
COc1ccc(C)cc1NC(=O)NNC(=O)C(C)Oc1ccc(F)cc1Cl (configuration not stated),4.6%,-8%,25%,-5%,-16%,
COc1ccc(-c2cn[nH]c2N)cc1OC,1.1%,-4%,6%,4%,4%,
CC1(C)C(=O)N(c2ccccc2)C1c1ccccc1O (configuration not stated),3.8%,-7%,-7%,-4%,4%,
COc1ccc(NC(=O)CSc2cc(C)nc3c(-c4ccccc4)cnn23)cc1,3.7%,11%,-5%,6%,-1%,
O=C(c1cccc(Cl)c1)N1CCN(S(=O)(=O)c2ccc(Cl)s2)CC1,0.3%,16%,-17%,nt,-7%,
Cn1c(SCC(=O)O)nnc1C1CCCCC1,1.4%,-10%,-11%,-12%,1%,
COc1ccc(OC)c(NC(=O)CCn2ccnc2)c1,i,-8%,-14%,0%,-3%,
CCCS(=O)(=O)N1CCCC(C(=O)N2CCN(c3ccccc3)CC2)C1 (configuration not stated),i,-5%,-12%,-9%,4%,
CC(=O)Nc1ccc(NC(=O)CSc2nnc(C3CC3)n2C)cc1,0.4%,-2%,-1%,5%,-1%,
Cc1cc(C)c(NC(=O)CS(=O)CC(=O)Nc2ccc(-n3cnnn3)c(C)c2)c(C)c1 (configuration not stated),0.1%,0%,-3%,-9%,-8%,
O=C(N/N=C/c1cc(Br)cs1)c1ccc2c(c1)OCCO2,7.5%,-1%,nt,7%,0%,
COc1cc(C2NC(=S)NC(C)=C2C(=O)OC(C)C)ccc1OC(C)C (configuration not stated),0.8%,24%,-1%,5%,-10%,
Cc1ccc(NS(=O)(=O)c2ccc(C(=O)NCC3CCCO3)cc2)cc1 (configuration not stated),3.4%,-8%,-11%,-8%,-11%,
CCCCn1c(N)c(NCc2ccccc2)c(=O)[nH]c1=O,0.1%,13%,3%,11%,2%,
Cc1ccc(NC(=O)c2ccc(S(=O)(=O)N3CCC(C)CC3)cc2)cc1,i,11%,-3%,8%,-5%,
CCOC(=O)C1CCN(C=C2C(=O)N(C)C(=S)N(C)C2=O)CC1,i,6%,-2%,-28%,4%,
O=S1(=O)CCOCCCN1Cc1ccccc1,1.1%,-20%,-1%,-2%,-5%,
CCc1nnc(NC(=O)CCC(=O)N2CCN(S(=O)(=O)c3ccc(OC)cc3)CC2)s1,2.2%,-12%,-2%,2%,-1%,
NC(=O)CC(NC(=O)c1ccccc1)c1ccc(NCCCN2CCCC2=O)c([N+](=O)[O-])c1 (configuration not stated),0.2%,24%,3%,-7%,-1%,inhibitors of VEEV 10K pilot screen=0.6
CC(C)Cn1c(SCC(=O)Nc2ccc3[nH]c(=O)[nH]c3c2)nc2ccccc2c1=O,9.1%,9%,-5%,7%,45%,
O=C(OCC(=O)c1c[nH]c2ccccc12)c1cc2ccccc2cc1O,1.8%,73%,2%,-7%,?,inhibitors of VEEV 10K pilot screen=3.0
COC(=O)c1c(NC(C)=O)sc2c1CCCC2,1.5%,3%,-4%,0%,-2%,
Cc1c(C(=O)NNC(=O)c2csc(N3CCOCC3)n2)oc2ccccc12,8.6%,7.6µM*,-2%,nt,1%,
COc1cccc(C(=O)OCCN2C(=O)c3ccccc3C2=O)c1OC,5.1%,24%,5%,2%,?,
Cc1cccc(C(=O)Nc2ccnc(-c3cccnc3)n2)c1,9.8%,11%,-1%,-6%,-4%,
COc1ccc(N2CCN(CC(=O)Nc3nnc(-c4ccccc4)s3)CC2)cc1,6.6%,?,-10%,13%,?,
CCC(C)NCCCOc1ccc([N+](=O)[O-])cc1 (configuration not stated),0.1%,0%,5%,-9%,-4%,
O=C(c1cccs1)N1CCN(C2CCCCC2)CC1,1.2%,15%,3%,-8%,1%,
COc1ccc(S(=O)(=O)NCC2CCCN(Cc3cn(C)nc3C)C2)cc1 (configuration not stated),0.1%,2%,1%,-17%,9%,
Cc1cc(S(=O)(=O)NCC(C)C)ccc1OCC(=O)NC1CC1,1.0%,-7%,-14%,-7%,-2%,
Nn1c(COc2ccccc2F)nnc1SCC(=O)NC1CCS(=O)(=O)C1 (configuration not stated),1.1%,-15%,-7%,3%,-11%,
Cc1ccc(OCC(=O)NNC(=O)Cn2c(=O)cnc3ccccc32)cc1,1.2%,-36%,-15%,0%,2%,
Cc1cccc(C)c1NC(=O)C1(N2CCN(C(=O)c3ccco3)CC2)CCCCC1,i,-13%,-9%,-1%,1%,
CCc1nn(-c2cc(Oc3cccc4ccccc34)nc(-c3ccccc3)n2)c(N)c1C#N,8.5%,-2%,-1%,-2%,1%,
COc1ccc2sc(-c3ccccc3OC)c(-c3ccc(OCCN4CCCC4)cc3)c2c1,i,?,16%,nt,?,inhibitors of VEEV 10K pilot screen=0.0
Cc1c(NC(=O)/C(C#N)=C/c2c(N3CCCCC3)nc3ccccn3c2=O)c(=O)n(-c2ccccc2)n1C,1.7%,-12%,-5%,3%,-11%,
Cc1ccc(C)c(N2N=C(C(=O)Nc3ccccc3N3CCOCC3)CCC2=O)c1,0.7%,14%,-2%,nt,3%,
CCOC(=O)c1c(NC(=O)CC2Nc3cc(C)c(C)cc3NC2=O)sc(C)c1C (configuration not stated),1.0%,12%,-1%,16%,-18%,
CCOP(=O)(O)c1ccccc1OCCOCCOc1ccccc1P(=O)(O)OCC,i,-14%,-2%,-10%,-3%,
CCOC(=O)c1ccc(-n2c(CCC(=O)O)ccc2-c2cccs2)cc1,3.4%,i,3%,5%,9.1µM*,
COCC(=O)N/N=C\c1ccc(OC/C=C/c2ccccc2)c(OC)c1,11%,17%,7%,-3%,-2%,
Cc1ccc(C(=O)CSc2ncnc3ccccc23)o1,0.9%,80%,3%,-7%,-10%,
O=C(CCc1ccccc1)NC1(Cc2ccccc2)CCN(CCc2cccs2)C1=O (configuration not stated),0.8%,-8%,4%,nt,2%,inhibitors of VEEV 10K pilot screen=6.1
COc1cc(Nc2ccc(S(N)(=O)=O)cc2)c([N+](=O)[O-])nc1[N+](=O)[O-],i,40%,3%,5%,0%,
OCCNc1nc(-c2ccccc2)nc2ccccc12,0.8%,11%,-5%,16%,-2%,
CCN1CCN(CCCN(Cc2ccco2)C(=S)Nc2ccc(Cl)cc2)CC1,0.4%,19%,2%,-3%,1%,
CCOC(=O)C1CCN(C(=O)CCn2c(=O)[nH]c3ccccc3c2=O)CC1,9.1%,-6%,16%,-5%,-8%,inhibitors of VEEV 10K pilot screen=1.1

# (further entries)
SMILES,inhibitors of VEEV,M. tuberculosis,influenza NS1A,Salmonella PhoP GFP,H37Rv inhibition,others
CC(=O)Nc1sc(NC(=O)c2ccc([N+](=O)[O-])cc2)nc1-c1cccs1,0.5%,-1%,8%,9%,2%,
O=C(CCC(=O)c1cccs1)NCCc1ccc(F)cc1,0.3%,-3%,-12%,3%,2%,
COc1ccc(N(CC(=O)NC2CC2)S(=O)(=O)c2ccccc2)cc1,i,-7%,-7%,3%,-2%,
CCn1c(CCCNC(=O)c2ccco2)nc2ccccc21,i,-20%,8%,-5%,-11%,
O=C(CN1C(=O)NC2(CCCC2)C1=O)OCCOc1ccccc1,2.0%,5%,-5%,3%,2%,
CC(C)(C)C(=O)Nc1nc2cc3c(cc2s1)OCO3,4.2%,6%,-25%,5%,1%,
COc1ccccc1N1CCN(S(=O)(=O)c2cc3c(cc2C)NC(=O)CO3)CC1,2.0%,-23%,2%,1%,1%,inhibitors of VEEV 10K pilot screen=1.3
CCCCCC(C)NC(=O)c1cc(S(=O)(=O)N2CCCCC2)ccc1N1CCOCC1 (configuration not stated),i,5%,-9%,nt,-12%,
CC(C)NC(=O)COC(=O)c1ccccc1Oc1ccccc1,2.0%,14%,-5%,9%,12%,
CCCN(CC1CC1)C(=O)COC(=O)c1oc2c(F)cccc2c1C,i,67%,2%,nt,-6%,
O=C(O)c1cc(S(=O)(=O)N2CCOCC2)ccc1N1CCCCC1,i,-7%,-4%,-21%,-8%,
CCC(C)(C)NC(=O)CN(C(=O)CNS(=O)(=O)c1ccccc1)c1ccc2c(c1)OCCO2,1.0%,-2%,6%,-7%,-11%,
O=C(c1ccccc1)c1cc(-c2ccccc2)on1,9.3%,72%,-16%,2%,6%,

# Retrieved by compound from above (two):
SMILES,inhibitors of VEEV,M. tuberculosis,influenza NS1A,Salmonella PhoP GFP,H37Rv inhibition,others
CCCCCC(C)NC(=O)c1cc(S(=O)(=O)N2CCCCC2)ccc1N1CCOCC1 (configuration not stated),i,5%,-9%,nt,-12%,
O=C(CCC(=O)c1cccs1)NCCc1ccc(F)cc1,0.3%,-3%,-12%,3%,2%,
